Screening results (PubChem BioAssay)
KKLEB tox: reduces viability of KKLEB cystic fibrosis airway cells; activity change (cytotoxicity), % at 5 µM; AID 602141; KKLEB CF airway cells viability, ATPlite luminescence, overnight; stronger effect = lower value; cells stimulated with P. aeruginosa culture filtrate; actives 0.36% (n = 360,000);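 active = corrected activity change at or below -50% at 5 µM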
HIF-2a inh: HIF-2a inhibition; actives 0.72% (n = 360,000); inhibition, % at 18.8 µM; 786-0 RCC cells HIF-2a reporter, luciferase luminescence, overnight;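 active = inhibition of the luminescence signal of 40% or more relative to plate controls, in a single-dose primary screen at 18.75 µM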
NR2E3 ag-1: NR2E3 (human) agonism; Q9Y5X4; GST-NR2E3/biotin-RetCOR TR-FRET, 1536-well; inhibition of corepressor binding, % at 4.78 µM; actives 0.12% (n = 320,000); AID 2300;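 active = percent inhibition above the cutoff of mean plus 3 SD of all tested compounds, set per screening campaign, cut at about 20% in these data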;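 also: 0% = DMSO wells and 100% = biotin wells as full block of FRET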
Target sequence (Q9Y5X4 whole entry, looked up): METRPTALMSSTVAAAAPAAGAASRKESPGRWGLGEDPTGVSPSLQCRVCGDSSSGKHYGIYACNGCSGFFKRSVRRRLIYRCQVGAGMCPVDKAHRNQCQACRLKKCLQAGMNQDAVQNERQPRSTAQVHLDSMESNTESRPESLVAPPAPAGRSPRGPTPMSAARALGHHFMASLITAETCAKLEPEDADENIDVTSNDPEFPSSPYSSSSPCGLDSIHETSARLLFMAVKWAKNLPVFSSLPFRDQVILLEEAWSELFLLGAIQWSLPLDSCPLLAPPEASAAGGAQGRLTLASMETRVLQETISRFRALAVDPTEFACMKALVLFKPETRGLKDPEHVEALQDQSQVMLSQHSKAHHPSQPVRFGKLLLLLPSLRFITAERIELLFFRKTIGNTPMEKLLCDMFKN
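system = GST-tagged NR2E3 plus biotinylated RetCOR corepressor | input = 1.35 nM GST-NR2E3 | also added = 7 nM biotin-RetCOR | schedule = 5 h incubation at 4 °C | measured by = TR-FRET with europium anti-GST and streptavidin-D2, 340 nm excitation | read-out = percent loss of FRET ratio relative to control wells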
iPSC survival up: hiPSC single-cell survival enhancement; ATPlite luminescence; 100% = ROCK inhibitor wells, 0% = DMSO; survival enhancement, % at 20 µM; actives 0.044% (n = 360,000); AID 602274; in the data active = survival enhancement above about 18%;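 also: cells exposed to compounds for 16 hours before the ATP read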
C8 TRAIL sens: sensitizes caspase-8 expressing cells to TRAIL; NB7+C8 cells + TRAIL, ATPlite viability luminescence; AID 624354; inhibition (viability loss, TRAIL sensitization), % at 10 µM; actives 1% (n = 360,000);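 active = compounds causing at least 50% loss of cell viability in the single-dose screen, relative to plate controls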
LMP1 NFkB inh: Epstein-Barr LMP1 NF-kappaB reporter inhibition | LMP1-induced NF-kappaB luciferase reporter cells, luminescence | inhibition, % at 12.5 µM | actives 0.69% (n = 350,000) | AID 504558; in the data active = inhibition above about 41%;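 also: 0% = neutral control wells and 100% = reference inhibitor control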
NR2E3 ag-2: activates human NR2E3 receptor; actives 0.35% (n = 360,000); CHO-S Gal4-NCOR/VP16-NR2E3 two-hybrid, luciferase; inhibition of corepressor binding, % at 3.98 µM; AID 602229;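 active = inhibition above the mean of all tested compounds plus 3 SD, cut at about 70% in these data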;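 also: 0% = DMSO with NR2E3 transfected cells and 100% = cells lacking NR2E3 construct; higher means lower luciferase signal from less NR2E3 corepressor binding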
CF NFkB inh: cystic fibrosis NF-kB activation inhibition. AID 588850. inhibition, % at 5 µM. actives 0.86% (n = 360,000). KKLEB NF-kB-GFP reporter, PAF-induced, GFP fluorescence overnight;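 active = at least 50% inhibition at 5 µM, scaled per plate between neutral and stimulator controls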;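 also: PAF is a Pseudomonas aeruginosa culture filtrate used as stimulus; plate controls were PAF-stimulated DMSO wells for no effect and unstimulated DMSO wells for full effect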
Peg3 prom inh: reduces Peg3 promoter-driven luciferase expression in HeLa; HeLa PEG-Prom luciferase reporter, luminescence, overnight; inhibition, % at 20 µM; actives 1.7% (n = 360,000);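 active = inhibition of at least 50% at 20 µM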
Shn3 3UTR inh: reduces Shn3 3'UTR luciferase signal in osteoblasts. inhibition, % at 12.5 µM. Clone20 osteoblast Shn3 3'UTR firefly luciferase, 24 h. AID 588674. actives 0.52% (n = 360,000);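 active = mean inhibition of at least 75% with every replicate also reaching 75%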;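 also: 0% = median of neutral control wells and 100% = pilot-screen positive control compound; some compounds past the cut are filed as inactive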
MITF TRPM1 inh: MITF TRPM1 promoter inhibition in SK-MEL-5 cells; SK-MEL-5 TRPM1 promoter luciferase, 24 h; actives 0.83% (n = 330,000); inhibition, % at 12.5 µM;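 active = mean inhibition across replicates of 60% or more, whatever share of single replicates reaches that level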; also: values of inactives mirror those of a sister screen read the other way
* hit, by the source's call; nt = no result given. Only part of the results is shown, so the mix of outcomes need not match the whole.

SMILES,KKLEB tox,HIF-2a inh,NR2E3 ag-1,iPSC survival up,C8 TRAIL sens,LMP1 NFkB inh,NR2E3 ag-2,CF NFkB inh,Peg3 prom inh,Shn3 3UTR inh,MITF TRPM1 inh
COc1ccc(-c2cc(C(=O)Nc3c(Cl)cc(Cl)cc3Cl)c3ccccc3n2)cc1OC,-42.6,6.8,1.4,-2.4,4.3,-3.1,-7.9,28.4,33.2,1.6,9.8
COCCCN1C(=O)C(=O)/C(=C(/O)c2ccc(C)cc2)C1c1ccccc1 (stereo unspecified),2.7,-2.3,3.1,0.9,-6.3,0.3,27.3,9.2,-0.6,4.7,6.7
COC(=O)C1=CN(Cc2ccc(OC)c(OC)c2)C=C(C(=O)OC)C1c1cccc(OC)c1OC,-5.9,9.8,-0.6,1.4,19.2,-5.0,-72.3,12.9,-40.2,9.5,-7.3
CCCC(=O)N1CCC1(C)C(=O)NCc1ccc(C(C)C)cc1 (stereo unspecified),-1.0,11.1,nt,-1.2,-21.1,nt,1.2,7.8,1.2,20.9,nt
CCOC(=O)N1CCN(CCC(=O)Nc2ccc(C)c(Br)c2)CC1,16.6,6.1,1.9,-0.6,-5.7,-0.4,-1.2,-34.5,4.9,18.2,11.9
COc1ccc(NC(=O)Nc2cccc3ccccc23)cc1S(N)(=O)=O,-3.3,5.9,0.5,-0.1,1.3,4.6,-6.8,-5.2,-3.7,-8.1,6.5
COc1ccc(NC(=O)CN2C(=O)C(C)Oc3ccccc32)c(OC)c1 (stereo unspecified),-8.7,-9.3,1.1,-2.5,-1.9,-7.2,4.2,-2.2,-4.0,1.8,-7.3
Cc1cc(C(C)(C)C)cc(C)c1C[n+]1ccc2ccccc2c1,-2.9,25.6,0.1,-0.5,20.3,12.0,29.0,9.2,35.8,77.7,54.5
S=C(Nc1ccccc1)N1CCOCCOCCN(C(=S)Nc2ccccc2)CCOCCOCC1,-1.6,19.4,-1.6,-0.1,5.0,1.7,-0.4,-0.9,3.5,34.6,-0.7
O=C(NC1CC(=O)N(c2ccccc2)C1)N1CCN(C(=O)c2ccco2)CC1 (stereo unspecified),5.1,6.5,3.3,1.7,2.0,0.6,5.2,15.5,-5.2,-13.9,4.4
O=C(NCc1ccccn1)c1ccc2c(=O)n3nc(Nc4ccccc4)sc3nc2c1,-6.6,10.1,4.5,0.4,-8.2,-23.0,-14.7,-13.6,19.8,-11.6,13.3
Nc1c(N(Cc2ccco2)C(=O)c2ccc(Br)cc2)c(=O)[nH]c(=O)n1Cc1ccccc1,10.8,7.2,-1.1,0.0,9.9,10.4,-0.3,16.0,0.1,-35.1,-2.0
CN(C)C(=O)CCc1ccc2c3c([nH]c2c1)[C@]1(C)[C@@H](C(=O)N2CCOCC2)C[C@H](CC(=O)NCc2cccc(C(F)(F)F)c2)C(=O)N1CC3,3.1,-3.7,nt,-0.7,14.0,0.0,2.3,-7.2,-5.6,8.2,-2.2
O=C(Oc1ccccc1)c1cc2ccccc2o1,-0.3,8.5,-0.6,2.0,3.8,0.4,7.5,-0.3,13.2,-3.1,13.7
O=C(Nc1ccc(Cl)cc1)C1CCCN(S(=O)(=O)c2cnc[nH]2)C1 (stereo unspecified),0.1,-2.7,3.7,0.5,4.2,1.8,2.8,9.6,6.3,-8.0,4.9
CC(C)C(=O)NC(Nc1ccccc1F)C(Cl)(Cl)Cl (stereo unspecified),7.6,15.9,2.2,-3.3,5.9,1.9,0.6,16.3,15.2,22.1,3.7
CC(C)C[C@@H](CO)N1CCN(CC(C)C)CCC1=O,14.8,9.1,-1.5,-1.6,2.3,4.7,-34.6,-4.2,0.7,-10.7,-2.9
O=C(O)CCC(=O)N1N=C(c2ccc(Br)cc2)CC1c1cccs1 (stereo unspecified),4.5,11.4,-2.2,1.7,-2.0,1.6,-15.9,-13.5,9.2,-10.1,15.3
CCN(CC(=O)NC1CCS(=O)(=O)C1)S(=O)(=O)c1ccccc1Cl (stereo unspecified),-15.3,13.1,0.2,-0.1,5.5,-2.8,-18.6,-6.7,4.3,-7.8,12.6
CCCn1c(SCC(=O)Nc2ccc3c(c2)OCO3)n[nH]c1=O,-10.1,0.7,nt,1.3,-5.0,-4.2,8.8,-16.8,-5.2,-13.6,-1.0
CCc1ccccc1NC(=O)Nc1c(C)n(C)n(-c2ccccc2)c1=O,-2.0,-7.7,-2.1,-0.5,-9.9,-4.3,-11.5,7.5,7.0,-1.9,4.5
COc1ccc(CCn2c(NCc3ccco3)nc3c2c(=O)[nH]c(=O)n3C)cc1,-8.5,15.6,0.6,2.4,-12.6,-8.4,4.0,0.9,17.2,18.1,5.0
CCN(CC)S(=O)(=O)c1cccc(-c2n[nH]c(=S)n2C(C)COC)c1 (stereo unspecified),-1.8,11.5,-2.6,-0.6,2.9,6.0,-9.1,0.4,8.7,13.0,-5.2
Cc1ccc(C(=O)NCCc2nnc3ccc(SCC(=O)Nc4c(C)cc(C)cc4C)nn23)cc1,-6.4,21.8,7.3,-0.4,-1.5,2.3,-6.7,2.6,10.0,9.3,-7.6
Cc1c(-n2cc(C(=O)O)c(=O)c3cc(F)c(N4CCCC(O)C4)c(F)c32)c(=O)n(-c2ccccc2)n1C (stereo unspecified),14.2,20.2,1.2,-2.5,-3.9,-5.3,-7.8,-4.2,11.9,16.1,3.6
CC(=O)c1cccc(NC(=O)Cn2cnc(S(=O)(=O)N3CCCCC3)c2)c1,-7.6,3.5,2.1,0.3,-0.4,1.8,-21.7,8.4,5.5,-11.6,0.7
Cc1ccc(C=C2C(=O)c3ccccc3C2=O)o1,-0.1,-73.9,3.5,-2.4,0.7,-26.2,-28.1,0.3,-11.0,1.6,2.8
COc1ccc(CCNC(=O)[C@@H](NC(=O)N2CCn3c2nc2ccccc23)C(C)C)cc1OC,3.8,6.3,2.0,0.3,10.5,-0.7,9.5,-0.2,8.0,18.4,9.8
CCCCN1C(=O)C(=O)NC[C@@H]1CCCCN,15.7,10.6,0.0,1.5,3.5,-0.6,-35.9,-17.2,-5.0,-23.7,-4.5
CCSc1nc(O)cc(=O)n1-c1ccc(OC)cc1,3.7,-0.3,-0.6,1.3,4.3,-0.8,-11.3,0.7,5.8,-1.0,1.7
CC(=O)c1ccc(NC(=O)c2cc(=O)[nH]c3ccccc23)cc1,5.7,8.9,-0.2,-0.4,-13.5,-2.4,-15.3,-6.9,2.5,-7.2,-9.4
CCC(Sc1nc2c(c(=O)[nH]1)CCC2)C(=O)Nc1cccc(OC)c1 (stereo unspecified),1.6,8.9,-0.4,-2.4,4.2,-1.5,-11.9,5.6,14.7,-14.8,7.1
COC(=O)NCc1ccc(CNC(=O)OC)cc1,3.3,21.5,-1.3,-2.5,-12.4,-3.3,9.0,-13.2,11.4,4.4,3.8
CCC1C(c2ccccc2)=CCC(C(=O)O)C1C (stereo unspecified),-11.6,5.8,nt,-1.8,-17.9,2.9,16.8,18.5,-25.7,-1.4,5.1
CCCOc1ccc(CN(CCO)CCO)cc1C(=O)OC,12.9,10.0,2.9,-0.5,-9.8,-5.8,5.9,-3.4,6.5,0.6,9.3
CC(C)c1cc(C(=O)N/N=C/c2c[nH]c3ccccc23)n[nH]1,-0.6,-88.6,1.9,-0.1,1.6,4.1,4.0,-0.9,-37.4,-13.2,5.9
CC(C)(C)CC(=O)Nc1cccc2c1CCCC2,4.0,12.5,-1.1,3.7,9.1,4.9,0.4,5.5,36.8,-1.1,0.7
O=C(OCC(=O)N1CCc2ccccc2C1)c1ccc(Cl)c([N+](=O)[O-])c1,-6.1,23.8,2.5,0.2,-6.6,-3.8,-15.1,12.0,98.8*,12.1,11.0
O=C(CCn1c(=O)[nH]c2ccccc2c1=O)N1CCN(c2ccc(Cl)cc2)CC1,6.8,11.0,-0.9,4.8,-5.5,5.8,-21.0,-12.0,21.5,19.4,-2.5
CCN(CC)c1ccc(/C=N/Nc2ccc(C)cc2)c(O)c1,6.0,-11.0,0.9,-0.4,0.5,-17.8,-8.1,-1.0,-41.8,7.4,-12.3
COc1ccc(Cl)cc1NC(=O)CN(C)C(=O)c1ccc(-n2cncn2)cc1,-10.4,10.5,nt,0.3,2.6,-9.9,-25.6,-29.3,0.1,4.9,6.2
CC(CC(=O)NCCc1ccc(F)cc1)c1ccccc1 (stereo unspecified),9.8,-93.4,-1.3,0.7,-9.8,1.4,-21.8,20.5,-61.0,-5.8,-24.0
COc1ccccc1NC(=S)NNC(=O)c1ccc(O)cc1,17.3,-182.7,-1.0,1.3,8.1,-6.5,-83.6,-15.1,-94.4,-36.3,-30.2
O=C(NCc1ccccc1Cl)c1ccc2sc([C@@H]3O[C@H](CO)[C@H](O)[C@H](O)[C@H]3O)nc2c1,3.6,1.9,nt,0.3,-1.8,nt,-18.4,14.0,-6.3,-0.7,nt
CCN=C1SC(CC(=O)Nc2ccc(C(F)(F)F)cc2)C(=O)N1CC (stereo unspecified),8.2,10.6,2.0,4.7,-4.8,-20.0,-16.1,1.9,21.4,-3.4,-9.5
Cc1ccc(C)c(N(CC(=O)NN=C2CCCCCCC2)S(C)(=O)=O)c1,2.2,12.0,1.6,-1.6,4.4,-1.4,6.4,8.0,7.1,1.4,3.7
COc1ccc(-c2noc(CSc3nc(-c4ccccc4)cc(=O)[nH]3)n2)cc1OC,-3.5,7.6,-0.1,8.3,-3.5,2.3,-5.4,6.0,3.9,4.0,4.3
O=C(COC(=O)C1CCN(S(=O)(=O)c2ccc(Cl)c(C(F)(F)F)c2)CC1)NCc1ccco1,8.2,-11.3,-0.7,-0.6,3.2,0.0,5.3,-16.8,12.7,8.9,0.8
CCCSc1nc2c(c(=O)[nH]c(=O)n2C)n1CCc1ccccc1,-5.1,12.1,2.4,9.1,-13.2,11.0,29.5,7.9,14.6,1.7,-14.7

Three successive compounds out of the list so far:
SMILES,KKLEB tox,HIF-2a inh,NR2E3 ag-1,iPSC survival up,C8 TRAIL sens,LMP1 NFkB inh,NR2E3 ag-2,CF NFkB inh,Peg3 prom inh,Shn3 3UTR inh,MITF TRPM1 inh
COc1ccc(-c2cc(C(=O)Nc3c(Cl)cc(Cl)cc3Cl)c3ccccc3n2)cc1OC,-42.6,6.8,1.4,-2.4,4.3,-3.1,-7.9,28.4,33.2,1.6,9.8
COCCCN1C(=O)C(=O)/C(=C(/O)c2ccc(C)cc2)C1c1ccccc1 (stereo unspecified),2.7,-2.3,3.1,0.9,-6.3,0.3,27.3,9.2,-0.6,4.7,6.7
COC(=O)C1=CN(Cc2ccc(OC)c(OC)c2)C=C(C(=O)OC)C1c1cccc(OC)c1OC,-5.9,9.8,-0.6,1.4,19.2,-5.0,-72.3,12.9,-40.2,9.5,-7.3
